Compound activity: PubChem, National Center for Advancing Translational Sciences (NCATS)
HepG2 tox: counter-screen for TGF-b inhibitors: cytotoxicity in HepG2 cells | HepG2 CAGA-GFP viability, ATP luminescence, 18 h | Potency, µM (top dose mostly 46.1 µM), inactives show at the top dose activity change, negative = cytotoxicity, actives largely listed as cytotoxic | 410,000 compounds, 0.76% hits | AID 588856; note: potency is the fitted concentration of half-maximal effect; some results filed as inactive show a strong effect at the top dose
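HepG2 CAGA-GFP cells (1000/well, DMEM with 1% FBS) received compound, then TGF-beta at 500 pg/mL final, and were incubated 18 hours at 37 degrees C. Viability was read by CellTiter-Glo luminescence. Media-only wells were set as complete cell-killing and DMSO as no toxicity.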
IL-1B inflam inh: inflammasome signaling inhibition, IL-1 beta readout | activity change, % at 57.5 µM | 360,000 compounds, 4.7% hits | THP-1 LPS/ATP IL-1B secretion, AlphaLISA, 16 h; stronger effect = lower value | AID 743279; in the data active = activity change below about -50%; inconclusive = mostly about -30% to -49%; note: % is set by controls: 0 for no effect and ±100 for the full control effect
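THP-1 cells pretreated 1 hr with compounds (up to 57.5 uM final), then stimulated with LPS (250 ng/mL final) plus ATP (1.25 mM final); secreted IL-1B measured by AlphaLISA after 16 hr, decreased signal indicating inhibition.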
ATXN viability: reduces viability in counter-screen for ATXN expression inhibitors; 400,000 compounds, 0.49% hits; S2 cells (HEK-293 line with an ATXN2-luciferase reporter) viability, CellTiter-Fluor protease fluorescence, 24 h; Potency, µM (top dose mostly 56.7 µM), hits mostly cytotoxic; note: potency is the fitted concentration of half-maximal effect; nearly all actives have a fitted effect of over 40% in size
MCF10A rerep: induces DNA re-replication in MCF 10a normal breast cells. 350,000 compounds, 2.9% hits. MCF 10A DNA re-replication, Hoechst nuclear intensity, 48 h. Potency, µM (titrated, usually from 46.1 µM), for inactives: at the top dose activity, positive = re-replication, usual class: activators. AID 624296; note: potency is the fitted concentration of half-maximal effect; % of control where 0% means no effect; nearly all actives have a fitted effect of over 50% in size
ATXN2 expr inh: reduces ATXN2 reporter expression in HEK-293 cells | HEK-293 ATXN2-luciferase reporter, luminescence, 24 h | AID 1745845 | 360,000 compounds, 0.72% hits | Potency, µM (titrated, usually from 57 µM), for inactives: top-dose activity change, negative = inhibition, usual class: inhibitors; note: potency is the fitted concentration of half-maximal effect; % is set by controls: 0 for no effect and ±100 for the full control effect; nearly all actives have a fitted effect of over 55% in size
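ATXN2-luciferase reporter cells (luciferase flanked by upstream and downstream ATXN2 gene portions) were treated 24 h at 37 °C with compounds at up to 57 uM. SteadyGlo luminescence gave expression; GF-AFC fluorescence gave viability.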
KB-3-1 cytotox: KB-3-1 parental cell cytotoxicity; Potency, µM (highest dose often 46.1 µM), without a hit: top-dose activity change, negative = cytotoxic, actives largely listed as cytotoxic; KB-3-1 viability, CellTiter-Glo ATP luminescence, 72 h; 400,000 compounds, 1.4% hits; note: potency is the fitted concentration of half-maximal effect; % is set by controls: 0 for no effect and ±100 for the full control effect; nearly all actives have a fitted effect of over 60% in size
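Cytotoxicity measured as CellTiter-Glo luminescence after 72 h at 37 C. Compound titrations were pinned onto drug-naive KB-3-1 parental adenocarcinoma cells grown in DMEM with 10% FBS, and normalized data fitted to concentration-response curves.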
HT1080 IDH1KD tx: toxicity to HT-1080 IDH1 knockdown cells (counter line); HT-1080 IDH1 knockdown viability, ATP luminescence, 48 h; Potency, µM (highest dose often 46.1 µM), inactives show at the top dose activity, negative = toxicity, actives largely listed as cytotoxic; 360,000 compounds, 2% hits; AID 686971;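 note: potency is the fitted concentration of half-maximal effect; 0% = DMSO wells and -100% = cell-free medium wells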
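Viability of IDH1-knockdown HT-1080 fibrosarcoma cells was assessed by CellTiter-Glo after 48 h at 37 °C with titrated compound; concentration-effect curves were classified by fit quality and response size.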
HT1080NT lethal: kills 2HG-producing HT-1080-NT fibrosarcoma cells; HT-1080-NT fibrosarcoma viability, CellTiter-Glo ATP luminescence, 48 h; Potency, µM (top dose mostly 46.1 µM), without a hit: at the top dose activity, negative = less viability, actives largely listed as cytotoxic; 360,000 compounds, 1.6% hits;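 note: NT is the 2HG producing partner of a matched IDH1 knockdown line; potency is the fitted concentration of half-maximal effect; 0% = DMSO-treated cells and -100% = media-only wells without cells; nearly all actives have a fitted effect of over 55% in size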
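Read-out is CellTiter-Glo luminescence after 10 minutes at room temperature, following 48 hours' compound treatment of HT-1080-NT cells (750 cells/well, RPMI, 5% FBS, 37 degrees C).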
SW480 rereplic: induces DNA re-replication in SW480 colon adenocarcinoma cells. SW480 DNA re-replication, Hoechst DNA content imaging, 48 h. Potency, µM (series often up to 46.1 µM), for the others: top-dose re-replication activation, hits mostly activators. 340,000 compounds, 1.8% hits; note: potency is the fitted concentration of half-maximal effect; % of control where 0% means no effect; nearly all actives have a fitted effect of over 55% in size
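Treated cells incubate 48 hr (37 C, 5% CO2), are stained 40 min with Hoechst, and nuclear fluorescence is enumerated; a rise in nuclei with high DNA signal marks re-replication.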
* = called active by the depositor; i = inactive; ? = inconclusive; nt = no result given; & = joins results of further samples; [ ] = another dose, or the depositor's remark. Unless noted, calls come from the whole dose curve; as a rule, active = well fitted curve in the direction sought with a large enough effect; inconclusive = small, poorly fitted or top-dose-only effect, or another doubt; inactive = no such curve, though single readings can be large; an effect the other way counts as inactive or inconclusive.

SMILES	HepG2 tox	IL-1B inflam inh	ATXN viability	MCF10A rerep	ATXN2 expr inh	KB-3-1 cytotox	HT1080 IDH1KD tx	HT1080NT lethal	SW480 rereplic
O=C(CSc1ncc(S(=O)(=O)c2ccc(Br)cc2)c(=O)[nH]1)Nc1ccc2c(c1)OCCO2	-1.8%	nt	i	nt	-1.2%	11.4%	nt	nt	nt
Cc1ccc(CN2CCN(/N=C/c3cccn3C)CC2)c(C)c1	-13.9%	-6.6	i	4.0%	nt	-0.7%	1.5%	1.9%	10.1%
COc1cc(CO)cc(Br)c1OCC(=O)O	10.3%	-4.6	i	11.4%	0.7%	-5.1%	-0.8%	-2.5%	-8.7%
CC(=O)c1c(C)[nH]c(C(=O)COC(=O)c2cccnc2Cl)c1C	-2.5%	9.9	i	-0.5%	15.5%	-27.9%	-1.1%	3.8%	-10.7%
COC(=O)C1C(=O)NC(SC)=C(C#N)C1c1ccccc1F (stereo not given)	-13.0%	-1.9	i	3.3%	-2.7%	3.1%	-19.4%	5.3%	-5.9%
COc1ccc(NC(=O)C2C3C=CC4(O3)C2C(=O)N(CCCN2CCCC(C)C2)C4C(=O)NC2CCCCC2)cc1 (stereo not given)	4.3%	5.0	i	0.7%	-8.5%	10.9%	-9.6%	-11.8%	-0.4%
COc1ccc(C2/C(=C(\O)c3ccc4c(c3)OCCO4)C(=O)C(=O)N2Cc2cccnc2)cc1 (stereo not given)	-39.7%	-8.5	i	-0.2%	nt	-18.2%	0.4%	2.2%	-1.8%
CS(=O)(=O)Nc1ccc(OCc2ccccc2)cc1	-2.6%	-2.0	i	-7.5%	41.3%[activator]	-2.1%	-8.5%	-2.0%	-19.0%
CCc1cc(Cn2nc(-c3ccccc3)cc2C(=O)NCCOC)on1	-3.5%	-3.1	i	-0.1%	-2.6%	6.9%	7.9%	7.7%	-42.7%[inhibitor]
Cc1ccc(C)n1NC(=O)c1ccc(Cl)cc1	-7.4%	-24.7	i	-17.6%	-4.0%	-0.6%	-2.8%	-9.7%	13.6%[9.22 µM]
CCc1cc2c(N[C@@H](Cc3ccccc3)C(=O)O)ncnc2s1	-6.7%	26.3	i	-7.6%	-14.3%	31.9%	6.0%	3.7%	-0.4%
COCCNC(=O)CN1C(=O)CSc2ccc(S(=O)(=O)N3CCOCC3)cc21	6.2%	-4.9	i	0.8%	-10.9%	6.2%	4.9%	11.1%	2.5%
COC(=O)C[C@H]1c2cc(F)ccc2S(=O)(=O)N1Cc1ccccc1OC	-6.5%&-23.0%	44.7	i	-2.2%	-0.1%	6.3%&13.7%	10.0%	8.5%	13.6%[9.22 µM]
Cc1ccc(-c2cc(C(F)F)n3ncc(C(=O)NN4CCCCC4)c3n2)cc1	-15.3%	2.6	i	0.0%	-5.7%	?	3.3%	23.0%	-0.9%
COc1ccc(C(=O)CC(=O)c2ccccc2O)cc1OC	-15.5%	2.6	i	1.1%	69.0%[activator]	-11.5%	-28.1%	-21.0%	-9.8%
COc1cc(/C=N/NC(=O)c2ccccc2O)ccc1OCC(=O)Nc1ccccc1	-48.2%	14.1	?	?	10.8%	25.5%	?	-24.8%	-4.8%
COc1ccc(C)cc1NC(=O)CCC(=O)Nc1nnc(C(F)(F)F)s1	9.4%	6.0	i	-8.3%	-16.5%	2.6%	11.3%	-0.2%	-2.4%
Cc1cccc(C)c1NC(=O)Cn1c(=O)n(CCC(=O)NCc2ccco2)c(=O)c2sccc21	-0.9%	0.2	i	-23.7%	-5.8%	-2.4%	1.4%	14.1%	1.8%
Cc1ccc2ncc(C(=O)Nc3ccc(OC(F)(F)F)cc3)c(=O)n2c1	-9.7%	nt	i	nt	0.3%	-4.6%	nt	nt	nt
CCC/C(O)=C1\C(=O)CC(c2ccccc2)CC1=NCCc1c(C)[nH]c2ccc(C)cc12 (stereo not given)	8.5%	7.4	i	27.6%	-29.9%	-10.9%	-3.8%	-12.6%	0.6%
CC1CC(C)(C)CC2(C1)NC(=O)N(CC(=O)Nc1ccc3[nH]c(=O)[nH]c3c1)C2=O (stereo not given)	-3.4%	-0.2	?	-15.8%	nt	14.0%	-0.3%	7.2%	-6.5%
CCCC(c1nnnn1Cc1cccs1)N1CCN(C)CC1 (stereo not given)	-16.6%	-2.3	i	?	-9.5%	16.2%	-0.2%	-4.0%	-9.2%
CCc1noc(C)c1C(=O)Nc1nc2ccc(F)cc2s1	-5.8%	47.8	i	?	49.5%[activator]	-1.0%	-14.1%	-10.4%	-387.3%[inhibitor]
CCCCn1c(N)c(N(CCOC)C(=O)COC(=O)c2ccccc2OCC)c(=O)[nH]c1=O	-23.3%	-3.3	i	3.1%	0.4%	nt	10.5%	7.5%	-4.9%
CN(c1ccc(C(=O)Nc2cccnc2)cc1)S(=O)(=O)c1ccc(Cl)cc1	0.0%	i	i	7.5%	9.8%	1.5%	-10.3%	-1.2%	-10.0%
C=CCNC(=S)NNc1nc(Nc2ccccc2)nc(N2CCCCC2)n1	-8.6%	-63.1*	i	14.7%	-17.4%	-4.7%	4.3%	-12.9%	4.1%
CCCn1c(Sc2nc3c(c(=O)[nH]c(=O)n3C)n2CCC)nc2c1c(=O)[nH]c(=O)n2C	2.7%	40.8	i	?	8.6%	-24.9%	-8.1%	-6.0%	1.6%
O=C(Nc1ccccc1)OCCOc1ccc(Cl)cc1Cl	-11.5%	-23.6	i	11.1%	-6.6%	-8.5%	-1.2%	-9.3%	?
Cc1ccc(S(=O)(=O)N2CCCCC2)cc1NC(=O)COC(=O)c1ccccc1F	1.5%	30.3	i	-5.2%	4.6%	-2.1%	-9.4%	4.3%	-11.6%
Cc1noc(C)c1COC(=O)CNC(=O)c1cccc(F)c1	-2.0%	59.4	i	?	1.4%	0.6%	10.6%	3.8%	?
O=c1ccc2c([nH]1)CCCCCCCCCC2	-8.3%	49.3	i	?	7.2%	?	-5.7%	-5.1%	-0.1%
O=C(O)[C@@H]1CCCN1C(=O)c1ccccc1N1C(=O)[C@@H]2Cc3c([nH]c4ccccc34)C(c3cccc(Cl)c3)N2C1=O (stereo not given in full)	-19.9%	18.0	i	7.1%	5.4%	0.0%	2.6%	9.1%	2.2%
COc1ccccc1N1CCN(c2ncnc3c2oc2ccccc23)CC1	-10.9%	34.5	?	3.26µM*	-25.6%	5.8µM*	?	?	20.6µM*
CC(=O)N1CCC(N(C(=O)Nc2ccc(F)cc2)C2CCCC2)CC1	-14.0%	-9.5	i	3.0%	5.8%	-2.1%	-3.8%	-4.1%	-2.3%
CCOc1ccccc1N(CC)C(=O)c1cc2c(=O)[nH]c3ccc(C)cc3c2s1	2.2%	nt	i	nt	9.1%	0.2%	nt	nt	nt
O=C(Nc1ccc(Cl)cc1)Nc1nc(-c2ccccc2O)cs1	-34.8%	-68.7*	i	20.0%	nt	?	-20.2%	-14.0%	16.5%
O=C(NCCC1=CCCCC1)C1CCN(S(=O)(=O)c2cccc(C(F)(F)F)c2)CC1	-31.0%	-1.7	?	-3.6%	nt	-13.5%	-0.1%	-16.0%	-0.2%
N#Cc1c(-c2ccncc2)c2c([nH]c1=S)CCCC2	4.9%	-12.8	i	?	-15.9%	17.2%	16.6%	4.2%	-5.5%
O=C(CCc1nnc2ccc(NCc3ccccc3Cl)nn12)NCC1CCN(C2CCCC2)C1 (stereo not given)	-2.3%	-22.6	i	20.8%	-6.8%	-0.4%	-9.8%	-14.0%	-14.3%
O=C1Nc2ccc(Br)cc2C12OCCO2	31.8%	nt	i	189.1%	16.4%	24.0%	6.8%	13.1%	88.0%

Shown as labelled records: two of the compounds above.
O=C(CSc1ncc(S(=O)(=O)c2ccc(Br)cc2)c(=O)[nH]1)Nc1ccc2c(c1)OCCO2
  HepG2 tox: -1.8%	IL-1B inflam inh: nt	ATXN viability: i	MCF10A rerep: nt	ATXN2 expr inh: -1.2%	KB-3-1 cytotox: 11.4%	HT1080 IDH1KD tx: nt	HT1080NT lethal: nt	SW480 rereplic: nt
Cc1ccc(CN2CCN(/N=C/c3cccn3C)CC2)c(C)c1
  HepG2 tox: -13.9%	IL-1B inflam inh: -6.6	ATXN viability: i	MCF10A rerep: 4.0%	ATXN2 expr inh: nt	KB-3-1 cytotox: -0.7%	HT1080 IDH1KD tx: 1.5%	HT1080NT lethal: 1.9%	SW480 rereplic: 10.1%

(more compounds)
SMILES	HepG2 tox	IL-1B inflam inh	ATXN viability	MCF10A rerep	ATXN2 expr inh	KB-3-1 cytotox	HT1080 IDH1KD tx	HT1080NT lethal	SW480 rereplic
CC(=O)c1ccc(C)cc1OC(=O)c1cccc(F)c1	-5.9%	-3.6	i	-38.3%[inhibitor]	0.1%	5.3%	6.9%	6.5%	?
CCCN(CCC)C(=O)Cn1c(=O)n(-c2ccc(C)cc2)c(=O)c2ccc(C(=O)NCc3ccccc3Cl)cc21	-28.0%	nt	i	nt	7.8%	-2.6%	nt	nt	nt
CC(C)[C@H](NC(=O)c1ccccc1)C(=O)OCC(=O)NCC1CCCO1 (stereo not given in full)	-7.4%	19.0	i	-3.7%	2.2%	8.9%	0.5%	3.8%	4.5%
O=[N+]([O-])c1ccccc1-c1ccc(C(=S)N2CCN(c3ccccc3)CC2)o1	-39.9%	0.0	i	-4.9%	nt	4.6%	-10.5%	-3.7%	-3.3%
O=C(CN(c1ccccc1)S(=O)(=O)c1ccc(Cl)cc1)Nc1ccccc1C(=O)N1CCCC1	4.4%	-0.4	i	1.1%	0.4%	-15.0%	-2.8%	-12.2%	-1.6%
O=C(CN1C(=O)CCc2cc(Br)ccc21)Nc1ccc(OC(F)(F)F)cc1	-32.0%	nt	i	nt	2.3%	12.6%	nt	nt	nt
CC1CC(C)CN(CCOc2cccc(Cl)c2Cl)C1 (stereo not given)	-36.1%	-68.4*	i	12.2%	-24.9%	-10.7%	-6.9%	-3.8%	2.1%
Cc1ccccc1Cn1c2ccccc2c2cnn(CC(=O)NCCc3ccc(Cl)cc3)c(=O)c21	-10.0%	nt	i	nt	2.2%	9.8%	nt	nt	nt
